Pf apPOL inh: Pf-apPOL DNA polymerase inhibition; inhibition, % at 10 µM; AID 1794808; Recombinant Pf-apPOL, molecular beacon fluorescence, 1.5 h; hit rate 0.25% among 210,000
mHTT CaM bind: mHTT-calmodulin interaction abrogation; P42858; AlphaScreen His-mHTT/GST-CaM binding, luminescence; inhibition, % at 15 µM; hit rate 3.6% among 190,000; AID 1671202;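 further: 0% = both proteins with DMSO and 100% = one protein alone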
Active calls of the source: *; i = inactive; / = no result given; & = joins results of further samples. No stated cut-off is given here; in the data, active means inhibition above about 50%; inactive means the rest.

Structure	Pf apPOL inh	mHTT CaM bind
CCOc1cc(C(=O)Nc2cccc(NC(=O)c3ccccc3)c2)cc(OCC)c1OCC	-1	8
Cc1ccc(C(=O)Nc2cccc([N+](=O)[O-])c2C)cc1C	-6	2
CCOc1cccc(C2NC(C)(C(=O)O)C3C(=O)N(c4ccccc4OC)C(=O)C23)c1O (configuration not stated)	-11	6
CCCCC(=O)Nc1nnc(N=Cc2ccc([N+](=O)[O-])s2)s1	-5	0
Cc1ccc(NC(=O)N2CC3CCCN3c3ccccc32)cc1Cl (configuration not stated)	-5	89*
CCOc1ccc(-c2cn(-c3cccc(CC)c3)c(=O)[nH]2)cc1Cl	-4	9
COc1cccc(OCC(O)CN2CCN(c3ccc(F)cc3)CC2)c1 (configuration not stated)	-5	19
COc1ccc(-n2nc(C(=O)Nc3cc(C)c(Cl)cc3OC)c3ccccc3c2=O)cc1	-6	-1
COc1ccc(OC)c(CN2CCc3nc(N4CCN(c5ccccc5)CC4)ncc3C2)c1	6	41
COCc1cc(C)nc2sc3c(nc(C)n4c5cc([N+](=O)[O-])c([N+](=O)[O-])cc5nc34)c12	-5	3
CCn1c(N2CCC(C(=O)NCCC3=CCCCC3)CC2)cc(=O)n(C)c1=O	5	51*
COc1ccc(NC(=O)CN2CCCCC2c2nc(-c3cccc(F)c3)no2)cc1 (configuration not stated)	-1	3
CNC(=O)C1CN(C(=O)Cc2c(F)cccc2Cl)CC12CCCC2 (configuration not stated)	-1	-8
CC(C)(C)c1cc(C(=O)NC2CCCCC2)nc2ccnn12	-1	-23
COC(=O)c1ccsc1NC(=O)c1ccc(C(F)(F)F)cc1	-3	/
COc1ccc(C2NC(=O)C(=O)C2=C(O)c2ccc(Cl)cc2)cc1OC (configuration not stated)	-9	29
O=C(Nc1cccc(F)c1)C1CN(C(=O)c2ccncc2)CC12CCCCC2 (configuration not stated)	-1	20
COc1cc(OC)c2c(-c3ccccc3)cc(=O)oc2c1C(CC(=O)N1CCCC1)c1ccc2c(c1)OCO2 (configuration not stated)	1	69*
CCOC(=O)C(C)Oc1ccc2cc(-c3ccc(OC)cc3)c(=O)oc2c1 (configuration not stated)	-8	-31
NS(=O)(=O)c1ccc(CCNc2ncnc3[nH]ncc23)cc1	-4	-8
CCc1ccc2c(-c3cccc(Cl)c3)nc(=O)n(CC)c2n1	2	/
COc1cc(C(=O)Nc2ccc(F)c(Cl)c2)c([N+](=O)[O-])cc1OC	-3	23
CN1CCN(C2CC(=O)N(N(C)C)C2=O)CC1 (configuration not stated)	1	-5
CCCCOc1ccc(C(=O)Nc2c3c(nn2-c2ccccc2C)CS(=O)C3)cc1 (configuration not stated)	-2	23
Cc1noc(-c2nn(C)c3c2CN(C(=O)CC(C)C)CC3)n1	-4	-1
Cc1cc2nc(-c3cc4cc(Cl)cc(Cl)c4oc3=O)[nH]c2cc1C	-6&-2	/
O=C(C1CCN(Cc2cccc(OCc3ccccc3)c2)CC1)N1CCCC1	-11	20
CCOc1cc([N+](=O)[O-])cc(/C=C2\SC(=O)NC2=O)c1O	71*	6
CN(C)c1nc(N)nc(Cn2ccnc2)n1	/	-4
CCOc1ccc(Oc2ccc(-c3nnc(-c4ccccc4)o3)cc2[N+](=O)[O-])cc1	-14	3
Cc1c(Cl)cccc1Nc1nc(N)nc(CSc2ncccn2)n1	-4	-2
CCOc1cc(/C=C(\C#N)c2[nH]nc(N)c2C#N)ccc1O	-6	73*
Cn1ncc(Cl)c1C(=O)Nc1ccc2nc(-c3ccccc3)[nH]c2c1	6	3
CCCCCC1OCC2(CO1)C(C)C=C(C)CC2C (configuration not stated)	2	-13
CC1CN(C(=O)c2ccccc2F)C(C)CN1C(=O)c1ccccc1F (configuration not stated)	-8	1
CCc1ccc(NC(=O)C2c3cc(OC)c(OC)cc3C(=O)N(C)C2c2cccs2)cc1 (configuration not stated)	-3	1
O=C(C1CCN(c2cccc(Cl)c2)C1=O)N1CCN(Cc2ccccc2)CC1 (configuration not stated)	-6	21
Cc1noc(C)c1CCC(=O)N1CCC(c2nc(C3CC3)n[nH]2)CC1	2	2
O=C(CSc1nc2ccc(N=Cc3ccc(Cl)cc3)cc2s1)N1CCOCC1	-2	8
CN1CCN(c2ccc(CNC(=O)C3=Cc4ccccc4OC3)cc2)CC1	-11	/
O=C(NC(=O)c1ccccc1Oc1ccc(Cl)cc1Cl)SCc1c(F)cccc1Cl	-4	/
Cc1ccc(-c2cc(C(=O)N3CCOCC3)ccn2)s1	-3	0
Cc1cc(C)nc(N=C(N)Nc2ccccc2F)n1	0	-4
Cc1nnc(-c2ccc(OCC(=O)Nc3ccccc3C(F)(F)F)cc2)o1	-3	-5
NC(=O)c1ccc(C(N)=O)c(-c2ccccc2)c1	-6	-5
Cc1cc(C)c(-n2c(SCc3nc4ccccc4s3)n[nH]c2=O)c(C)c1	-5	/
O=C1CCCC2=C1C(c1ccc(F)c(Oc3ccccc3)c1)C1=C(CCCC1=O)N2	3	2
Cc1ccc(NC(=O)CSc2nc3c(c(-c4ccco4)c2C#N)CCCC3)cc1	-7	11
CC1CCCN(CC2CCN(S(=O)(=O)Cc3ccccc3F)CC2)C1 (configuration not stated)	-7	-3
O=C(c1ccco1)N1CCN(Cc2ccccc2F)CC1	-7	-4
CCOC(=O)CCc1c(CC(=O)OCC)c[nH]c1C=NO	99*	/
CC(C)(C)c1ccc(C(=O)O/N=C(\N)Cc2cccs2)cc1	-10	i
Cn1c(=O)c2c(nc(Sc3ncnn3CC(=O)Nc3ccc(F)cc3)n2C)n(C)c1=O	-2	3
CS(=O)(=O)c1ccc2nc(NC(=O)/C=C/c3cccc([N+](=O)[O-])c3)sc2c1	1	15
Cc1ccc(C2C(C#N)=C(N)OC3=C2C(=O)c2ccccc23)s1 (configuration not stated)	-2	6
O=C(CC1CCN(C(=O)C2CCCCC2)CC1)NC1CCCC1	-1	1
NC(=O)c1cc2ccccc2oc1=Nc1ccccc1	-4	-1
Cc1ccc(C(=O)Nc2ccccn2)o1	-14	-1
N#Cc1conc1-c1c[nH]c2ccccc12	-2	5
O=[N+]([O-])C=C(c1ccccc1)c1ccccc1	-4	22

Later entries
Structure	Pf apPOL inh	mHTT CaM bind
CCOc1ccc(CC(=O)N2CC3CC2CC3NC(=O)c2cccs2)cc1 (configuration not stated)	-5	-2
COC(=O)c1cc(I)c(OC(C)=O)c(I)c1	-3	/
O=C(Nc1ccc(Cl)cc1SCc1ccccc1)c1ccccc1Cl	0	/
CN1CCC(N(CC2CCOC2)C(=O)NC2CCCC2)CC1 (configuration not stated)	-4	-4
CC1=C(C(N)=O)C(c2ccccn2)n2ncnc2N1 (configuration not stated)	-1	-6
CCc1nnc(NC(=O)CSc2ccc(-n3ccnc3)nn2)s1	4	-6
CCc1cccc(NC(=O)Nc2ccc3nncn3c2)c1	5	8
CCOc1ncccc1C(=O)Nc1ccc(Oc2ccc(Cl)cc2)cc1	-3	-3
CN(C(=O)c1cncc(Br)c1)C1CCCCC1	-4&-6	-6&-6
O=C(O)COCC(=O)Nc1ccccn1	-5	/
Cc1nnc2ccc(S(=O)(=O)Nc3ccc(F)cc3)cn12	5	0
COc1ccccc1-c1cc(C(=O)N2CCCC2c2ccc(C)cc2)no1 (configuration not stated)	-5	19
CCCN(CCO)Cc1ccc(F)c(F)c1	-4	-8
Cc1c(C(=O)N2CCN(Cc3ccccc3)CC2)sc2ncn(Cc3ccccc3F)c(=O)c12	2	33
CCc1nc(-n2cccc2)sc1C(=O)NC1CCC(C)CC1 (configuration not stated)	-4	-5
COc1ccc(-c2cc3ccccn3c2C)cc1OC	0	0
O=C(NC1CCCC1)c1ccccc1Cl	-4	-9
COCCNC(=O)C1(C)CCC(=O)N1c1cc(OC)cc(OC)c1 (configuration not stated)	2	-5
Cc1ccccc1Cn1nnc2cc(C(=O)N3CCCCC3)ccc21	-4	1
COc1ccc(OC)c(C=CC(=O)c2ccc(OC)cc2OC)c1	-2	-3
COc1ccc(C2CCN(C(=O)c3cccnc3)CC2)cc1	0	-2
COc1cccc(-n2nc(C(=O)N3CCOCC3)c3ccccc3c2=O)c1	-2	0
Cc1csc(NC(=O)C2CC3CCC2C3)n1 (configuration not stated)	1	2
CCN1CCN(CCc2nc(-c3ccc(C)cc3)no2)CC1	4	-4
COc1ccc(S(=O)(=O)N2CCC(N3CCCCCC3)CC2)cc1	3	0
COc1ccc(OC)c(-c2c(C)c3cc(OCC#N)ccc3oc2=O)c1	0	4
Cc1ccccc1N1CCC(C(=O)NC(C)c2ccccc2)C1=O (configuration not stated)	-4	-1
O=C(Nc1ccccc1)N1CCN(c2cc(-c3ccccc3)ncn2)CC1	-1	8
Cn1c(=O)c2c(ncn2CC(=O)Nc2ccccc2C(N)=O)n(C)c1=O	2	2
CCOC(=O)c1ccc(NC(=O)CCCN2CCN(Cc3ccccc3)CC2)cc1	-8	/

Sorted by molar mass (low to high): 5 of the compounds above
Structure	Pf apPOL inh	mHTT CaM bind
CCCN(CCO)Cc1ccc(F)c(F)c1	-4	-8
COc1ccc(-c2cc3ccccn3c2C)cc1OC	0	0
CCN1CCN(CCc2nc(-c3ccc(C)cc3)no2)CC1	4	-4
COc1ccccc1-c1cc(C(=O)N2CCCC2c2ccc(C)cc2)no1 (configuration not stated)	-5	19
CCOC(=O)c1ccc(NC(=O)CCCN2CCN(Cc3ccccc3)CC2)cc1	-8	/

Remaining list, next part.
Structure	Pf apPOL inh	mHTT CaM bind
C=CCn1c(CSc2nnc(-c3ccccc3)n2C)n[nH]c1=S	-3	/
O=S(=O)(c1ncn[nH]1)N1CCOCC1	/	-9
CC1CCCCN1CCNC(=O)c1csc(-c2ccncc2)n1 (configuration not stated)	-1	-6
COc1cccc(NC(=O)Cn2c(=O)n(-c3ccc(F)cc3)c(=O)c3sccc32)c1	-1	5
CC(C)c1ccc(NC(=O)Nc2ccccc2)cc1	-14	-3
CC1(C(=O)O)Sc2[nH]c(=O)sc2C2c3ccccc3OC(=O)C21 (configuration not stated)	-6	-1
Cc1ccsc1-c1nnc(CC(=O)N2CCc3ccccc3C2)o1	-7	-1
COc1ccc(Cl)cc1NS(=O)(=O)c1ccc2[nH]c(=O)c(=O)[nH]c2c1	-7	0
Cn1c(=O)n(C)c2cc([N+](=O)[O-])c(N3CCOCC3)cc21	-2&-8	3&3
COCC(=O)Nc1cc(Cl)c(OC)cc1OC	-1	3
CCCn1nc(-n2cnnc2)c(NC(=O)C2CC(=O)N(c3ccc(C)cc3)C2)c1C (configuration not stated)	2	-7
COc1ccccc1CNC(=O)CCCn1c(=O)[nH]c2ccsc2c1=O	-2	2
COc1cccc2cc(C(=O)Nc3ccc(Br)cc3)c(=O)oc12	-3	2
CC(C)C[C@@H](CO)N1CCN(C)CCC1=O	3	1
O=C(NCC1CCS(=O)(=O)C1)c1ccc(-n2cccc2)cc1 (configuration not stated)	8	9
CC(=O)Nc1ccc(C(=O)NCc2ccco2)cc1	-4	3
Cc1cc(Br)ccc1OCC(=O)NC(C)(C)C	1	-7
O=C(Cn1cc(-c2ccccc2)oc1=O)N1CCN(c2cccc(Cl)c2)CC1	1	-7
CCOC(=O)c1ccccc1NC(=O)CSc1nc2[nH]ncc2c(=O)[nH]1	-1	-1
O=C1CSC(=NN=Cc2cn(-c3ccccc3)nc2-c2ccccc2)N1	-1	/
O=C(CSc1nc2c(cnn2-c2ccccc2)c(=O)[nH]1)Nc1ccc(Br)cc1	5	-1
Cc1c(C)c2cc3c(-c4ccc(F)cc4)coc3cc2oc1=O	-3	1
COc1c(C(C)(C)C)cc(N=Cc2ccccc2O)c(C)c1N=Cc1ccccc1O	-5	/
CC1(C)Cc2ccccc2-c2nnc(C(F)(F)C(F)F)n21	-2	-5
Cc1nc(C(=O)NCc2ccc(F)cc2Cl)c(C)o1	2	-12
CCCOc1ccc(C(=O)O/N=C(\N)c2ccc(C(F)(F)F)cc2)cc1	-6	i
Cc1nn(CC(=O)Nc2ccc(F)cc2)c(=O)c2ccccc12	-1	-1
O=C1/C(=C/c2ccccc2)SC(=Nc2ccccn2)N1c1ccccc1	1	1
COc1cccc(OCC(=O)c2ccc(O)c(CN(C)C)c2O)c1	-2	18
CC(=O)C1=C(C)NC(SCc2cccc([N+](=O)[O-])c2)=C(C#N)C1c1sccc1C (configuration not stated)	-8	12
CCOc1ccccc1CNC(=O)C1CCN(c2nnc(-c3ccccc3)o2)CC1	-7	21
COc1cc([N+](=O)[O-])ccc1NC(N)=Nc1nc(C)cc(C)n1	1	0
C1=Nc2ccccc2/C1=C(\c1ccncc1)c1c[nH]c2ccccc12	-4	27
CC(=O)N1CCc2ccc(C(=O)N3CCCCCC3)cc21	2	-2
COc1cc(NS(=O)(=O)c2ccc([N+](=O)[O-])cc2)c(OC)cc1Br	-5	26
CC(=O)Nc1ccc(S(=O)(=O)N=C(N)N)cc1[N+](=O)[O-]	-16&-6	3&0
O=S(=O)(NC1CN(Cc2ccccc2)CC1c1cccnc1)c1ccccc1 (configuration not stated)	0	12
COc1ccc(CCNc2ncnc3sc(C)cc23)cc1OC	0	-9

Compound profiles, from the list above:
`COc1cc([N+](=O)[O-])ccc1NC(N)=Nc1nc(C)cc(C)n1` is entered as Pf apPOL inh = 1; mHTT CaM bind = 0
`CC(=O)N1CCc2ccc(C(=O)N3CCCCCC3)cc21` is entered as Pf apPOL inh = 2; mHTT CaM bind = -2

High-throughput results: PubChem BioAssay, University of Kansas High Throughput Screening Laboratory

Some of the compounds tested; count on the stated rates, not on these rows.
